Screening data deposited in PubChem BioAssay by National Center for Advancing Translational Sciences (NCATS).
aSyn rescue: inhibitors of alpha-synuclein toxicity in yeast | Yeast expressing alpha-synuclein, growth rescue, BacTiter-Glo, 24 h | Potency, µM (top dose mostly 46.1 µM), for inactives: at the highest dose growth rescue (activation), most hits filed as activators | actives 0.14% (n = 370,000); further: potency means the concentration at half of the fitted maximal effect; % of control where 0% means no effect; nearly all actives have a fitted effect of over 65% in size
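Readout is rescue of growth in alpha-synuclein-expressing yeast, so inhibitors of toxicity appear as activators. Growth after 24 hr at 30 deg C in galactose medium is quantified by luminescence.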
FUS suppressor: rescues growth of FUS-expressing yeast | actives 0.24% (n = 390,000) | S. cerevisiae FUS-expressing, growth rescue, OD600, 24 h | AID 1347120 | Potency, µM (titrated, usually from 76.6 µM), inactives show at the highest dose growth rescue (activation), actives largely listed as activators;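 further: potency means the concentration at half of the fitted maximal effect; plate controls were DMSO vehicle for no effect and reference control for full effect; nearly all actives have a fitted effect of over 55% in size; some results filed as inactive show a strong effect at the top dose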
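S. cerevisiae expressing FUS from galactose induction served as the toxicity model. Growth after 24hr at 30C, read as absorbance at 600 nm, indicates suppression of toxicity; compounds dosed at several concentrations.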
DRD3 antagonist: blocks the human D3 dopamine receptor; actives 2.5% (n = 360,000); AID 652054; P35462; D3R cells, DiscoveRx beta-arrestin luminescence, antagonist mode; hits give low values; max response, negative = inhibition, %; in the data active means max response below about -50%; inconclusive means no clear call, values can overlap the other calls; further: on the % scale 0 is the no-effect control and ±100 the full control effect; mostly tested at two doses, the higher about 12 µM
Target sequence (P35462 whole entry, looked up): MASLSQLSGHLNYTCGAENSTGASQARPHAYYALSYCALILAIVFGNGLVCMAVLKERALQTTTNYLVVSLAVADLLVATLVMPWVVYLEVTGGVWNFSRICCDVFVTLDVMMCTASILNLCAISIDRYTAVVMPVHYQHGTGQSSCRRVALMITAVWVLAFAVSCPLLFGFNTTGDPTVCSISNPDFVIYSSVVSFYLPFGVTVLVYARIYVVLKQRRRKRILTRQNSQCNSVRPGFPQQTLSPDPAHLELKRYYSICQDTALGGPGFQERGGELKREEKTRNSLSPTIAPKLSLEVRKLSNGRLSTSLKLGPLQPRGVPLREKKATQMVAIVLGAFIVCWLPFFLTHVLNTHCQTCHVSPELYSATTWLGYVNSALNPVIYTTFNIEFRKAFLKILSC
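Cells plated overnight at 1500 cells/well, then exposed to library compounds with dopamine controls for 90 minutes at 37 degrees C. DiscoveRx reagent added for 30–60 minutes at room temperature; luminescence read, quantitative HTS format.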
EPAC2 antagonist: antagonists of human EPAC2 | Q8WZA2 | EPAC2 GEF exchange of Rap1B-BODIPY-GDP, fluorescence | Potency, µM (doses to about 114 µM), without a hit: at the top dose activity, negative = inhibition, hits mostly inhibitors | actives 0.18% (n = 360,000); further: potency means the concentration at half of the fitted maximal effect; on the % scale 0 is the no-effect control and ±100 the full control effect; nearly all actives have a fitted effect of over 45% in size; many of its hits are not listed in these tables
Abeta rescue: restores growth of yeast expressing A-beta42 peptide; yeast expressing A-beta42, growth rescue, OD600, 48 h; response scale: 0% DMSO, 100% iron-clioquinol control; Potency, µM (highest dose often 46.1 µM), inactives show top-dose growth rescue, most hits filed as activators; actives 0.063% (n = 410,000); AID 1347071; further: potency means the concentration at half of the fitted maximal effect; nearly all actives have a fitted effect of over 55% in size
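Yeast growth medium received pinned compounds, then yeast cells expressing toxic A-beta were added; plates incubated at 30 C for 48 hr. Growth read as absorbance at 600 nm, normalized to DMSO and equimolar FeCl3 plus clioquinol controls.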
EPAC2 agonist: agonists of human EPAC2 (RAPGEF4); EPAC2 activation, biochemical qHTS; response scale: 100% = 6.5 mM cAMP response; Potency, µM (highest dose often 154 µM), without a hit: at the highest dose activation, hits mostly activators; actives 0.079% (n = 360,000); further: potency means the concentration at half of the fitted maximal effect; nearly all actives have a fitted effect of over 50% in size
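Exchange assay: 100 nM EPAC2 with 250 nM Rap1B-BODIPY-GDP and 50 uM GDP. Fluorescence (ex 480/em 540 nm) read every 5 min for 30 min at room temperature. Data normalized to 6.5 mM cAMP as agonist control.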
TDP43 rescue: rescues yeast growth from TDP-43 toxicity; TDP-43 expressing yeast growth rescue, BacTiter-Glo, 24 h; Potency, µM (doses to about 46.1 µM), for the others: at the highest dose growth rescue (activation), usual class: activators; actives 1.8% (n = 410,000); further: potency means the concentration at half of the fitted maximal effect; % of control where 0% means no effect; nearly all actives have a fitted effect of over 50% in size
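Yeast cells expressing TDP-43 under galactose induction are exposed to compounds for 24 hr at 30 deg C. BacTiter-Glo luminescence measures growth, so protective compounds score as activators.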
D3 ag: agonists of human D3 dopamine receptor; P35462; D3R DiscoveRx beta-arrestin cells, luminescence, 90 min; max activation, %; actives 0.58% (n = 410,000); in the data active means max activation above about 30%; further: 0% is about no effect; mostly tested at two doses, the higher about 12 µM
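Agonist-mode cell screen: cells plated at 1500/well and incubated overnight at 37 °C, then exposed to library compounds for 90 min at 37 °C. Detection reagent was added for 30–60 min at room temperature, and luminescence was read.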
Starred values were filed as active, the others as inactive; & = joins results of further samples; [ ] = remark or other dose. Unless noted, the call rests on the fitted dose curve; in most records, active means well fitted curve in the direction sought with a large enough effect; inconclusive means small, poorly fitted or top-dose-only effect, or another doubt; inactive means no such curve, though single readings can be large; an effect the other way counts as inactive or inconclusive. A portion of the library. The share of hits here may be higher or lower than overall.

Screening COC(=O)c1ccc(COc2ccc(/C=N/O)cc2)o1 returned aSyn rescue 8%, FUS suppressor -14%, DRD3 antagonist 4, EPAC2 antagonist -7%, Abeta rescue -2%, EPAC2 agonist -3%, TDP43 rescue 24% and D3 ag -2.
For COc1cc(C(=O)NNC(=O)c2n[nH]c3ccccc23)cc(OC)c1OC the results were aSyn rescue 13%[1.84 µM], FUS suppressor -8%, DRD3 antagonist -3, EPAC2 antagonist 3%, Abeta rescue -8%, EPAC2 agonist 2%, TDP43 rescue 4% and D3 ag -1.
O=C(COC(=O)c1ccc(-c2ccccc2)cc1)Nc1ccccc1-c1ccccc1 was read as aSyn rescue 8%, FUS suppressor -26%, DRD3 antagonist 6, EPAC2 antagonist -1%, Abeta rescue 9%, EPAC2 agonist -6%, TDP43 rescue 2% and D3 ag 1.
Screening Cc1ccc(-c2cc(NC(=O)COc3ccc(Cl)cc3C)on2)cc1 returned FUS suppressor -11%, Abeta rescue -5%, TDP43 rescue 18% and D3 ag -12.
Screening O=C(CCc1ccccc1Cl)Nc1ccc(S(=O)(=O)N2CCOCC2)cc1 returned aSyn rescue -1%, FUS suppressor -3%, DRD3 antagonist 19, EPAC2 antagonist -16%, Abeta rescue 3%, EPAC2 agonist 0%, TDP43 rescue 17% and D3 ag 3.
`Cc1cc2c(c(/C=C/C(=O)c3ccccc3)c1)OC1(C=C2)Oc2ccccc2C(=O)N1C` (stereo unspecified) gave aSyn rescue 1%, FUS suppressor 7%, DRD3 antagonist -19, EPAC2 antagonist 1%, Abeta rescue 7%, EPAC2 agonist 7%, TDP43 rescue -3%[9.22 µM] and D3 ag -13.
`C=CCSc1nnc(-c2ccc([N+](=O)[O-])cc2)o1` gave aSyn rescue 0%, FUS suppressor -19%, DRD3 antagonist -24, EPAC2 antagonist 1%, Abeta rescue -2%, EPAC2 agonist 8%, TDP43 rescue inconclusive and D3 ag -1.
For O=c1[nH]c(/C=C/c2ccccc2)c([N+](=O)[O-])c(=O)[nH]1 the results were aSyn rescue -8%, FUS suppressor 15%, DRD3 antagonist 10, EPAC2 antagonist -2%, Abeta rescue -2%, EPAC2 agonist 3%, TDP43 rescue -19% and D3 ag 1.
CSc1ncc(Cl)c(C(=O)Nc2ccc(C)c(C)c2)n1 was read as aSyn rescue -2%, FUS suppressor 29%, DRD3 antagonist -10, EPAC2 antagonist 8%, Abeta rescue -28%, EPAC2 agonist -2%, TDP43 rescue inconclusive and D3 ag 15.
CC(=O)Nc1ccc(N(C(=O)CNC(=O)c2ccco2)C(C(=O)NCc2ccco2)c2ccccc2F)cc1 (stereo unspecified) was read as aSyn rescue 1%, FUS suppressor 33%, DRD3 antagonist -1, EPAC2 antagonist 2%, Abeta rescue -19%, EPAC2 agonist 11%, TDP43 rescue -1% and D3 ag -1.
`CCC(C)(C)NC(=O)C(Sc1ccccc1)c1ccccc1` (stereo unspecified) gave aSyn rescue 0%, FUS suppressor 13%, DRD3 antagonist -4, EPAC2 antagonist 4%, Abeta rescue 11%, EPAC2 agonist 4%, TDP43 rescue 18% and D3 ag 1.
For CC(C)NC(=O)COc1nncc2ccccc12 the results were aSyn rescue 1%, FUS suppressor -10%, DRD3 antagonist 2, EPAC2 antagonist 11%, Abeta rescue -12%, EPAC2 agonist 3%, TDP43 rescue -6% and D3 ag 4.
`O=C(COc1ccccc1)NCCSc1ccccc1` gave aSyn rescue 13%, FUS suppressor 31%, DRD3 antagonist -3, EPAC2 antagonist 9%, Abeta rescue 0%, EPAC2 agonist 5%, TDP43 rescue inconclusive and D3 ag -5.
`O=C(Nc1c(-c2ccccc2)nc2ccccn12)c1ccccc1` gave aSyn rescue -3%, FUS suppressor 5%, DRD3 antagonist 7, EPAC2 antagonist 0%, Abeta rescue 5%, EPAC2 agonist 2%, TDP43 rescue 6% and D3 ag 4.
CC1CC(C)CN(CCOCCSc2ccc(Cl)cc2)C1 (stereo unspecified) was read as aSyn rescue 0%, FUS suppressor 4%, DRD3 antagonist -80*, EPAC2 antagonist 6%, Abeta rescue 7%, EPAC2 agonist -2% and D3 ag -14.
Cn1cccc1Cc1nnc(SCC(=O)N2CCCCCC2)n1CCc1ccccc1 was read as aSyn rescue -8%, FUS suppressor 11%, DRD3 antagonist -24, EPAC2 antagonist 4%, Abeta rescue -3%, EPAC2 agonist 4%, TDP43 rescue 6% and D3 ag -7.
For COc1ccc(S(=O)(=O)N2CCCC(C(=O)Nc3cccnc3)C2)cc1Cl (stereo unspecified) the results were aSyn rescue -4%, FUS suppressor 16%, DRD3 antagonist 0, EPAC2 antagonist -3%, Abeta rescue -2%, EPAC2 agonist 3%, TDP43 rescue -10% and D3 ag -3.
COc1ccc2ccccc2c1-c1sc(Nc2ccccc2)n[n+]1-c1ccc(F)cc1 was read as aSyn rescue -1%, FUS suppressor 9%, DRD3 antagonist -80*, EPAC2 antagonist -1%, Abeta rescue -12%, EPAC2 agonist 17%, TDP43 rescue -23% and D3 ag -62.
CN(C)CCCN1C(=O)CSC1c1ccccc1 (stereo unspecified) was read as aSyn rescue -2%, FUS suppressor -34%, DRD3 antagonist 3, EPAC2 antagonist 5%, Abeta rescue -10%, EPAC2 agonist -5%, TDP43 rescue 14% and D3 ag -8.
`CC(=O)Nc1ccccc1OCC(=O)NC1CCCCC1C` (stereo unspecified) gave aSyn rescue -5%[1.84 µM], FUS suppressor -11%, DRD3 antagonist 5, EPAC2 antagonist -3%, Abeta rescue 0%, EPAC2 agonist 11%, TDP43 rescue 10% and D3 ag 2.

By substructure, the entries above containing a nitro group on carbon (2)
`C=CCSc1nnc(-c2ccc([N+](=O)[O-])cc2)o1` gave aSyn rescue 0%, FUS suppressor -19%, DRD3 antagonist -24, EPAC2 antagonist 1%, Abeta rescue -2%, EPAC2 agonist 8%, TDP43 rescue inconclusive and D3 ag -1.
For O=c1[nH]c(/C=C/c2ccccc2)c([N+](=O)[O-])c(=O)[nH]1 the results were aSyn rescue -8%, FUS suppressor 15%, DRD3 antagonist 10, EPAC2 antagonist -2%, Abeta rescue -2%, EPAC2 agonist 3%, TDP43 rescue -19% and D3 ag 1.

Continued.
For COc1ccc(NC(=O)CN(C)S(=O)(=O)c2ccc3c(c2)c(=O)n(C)c(=O)n3C)cc1 the results were aSyn rescue -12%, FUS suppressor 7%&-16%, DRD3 antagonist 8, EPAC2 antagonist 2%, Abeta rescue 12%&-2%, EPAC2 agonist 7%, TDP43 rescue 9%&9% and D3 ag 6&-14.
For O=C(Nc1nnc(-c2ccccc2Cl)o1)c1ccco1 the results were aSyn rescue 3%, FUS suppressor 19%, DRD3 antagonist 25, EPAC2 antagonist 7%, Abeta rescue 0%, EPAC2 agonist -2%, TDP43 rescue -15% and D3 ag 2.
CCC/C(O)=C1\C(=O)CCCC1=NCCc1ccc(OCC)c(OCC)c1 was read as aSyn rescue 1%, FUS suppressor 19%, DRD3 antagonist 11, EPAC2 antagonist 2%, Abeta rescue 5%, EPAC2 agonist -1%, TDP43 rescue 8% and D3 ag 4.
Screening CCOC(=O)c1[nH]c(C)c(C(=O)Nc2ccccc2C)c1C returned aSyn rescue -6%, FUS suppressor -3%, DRD3 antagonist -30, EPAC2 antagonist 3%, Abeta rescue -14%, EPAC2 agonist 2%, TDP43 rescue inconclusive and D3 ag -4.
`Cc1cc(C)c2c(N)c(C(=O)N3CCCCCC3)sc2n1` gave aSyn rescue 3%, FUS suppressor 14%, DRD3 antagonist -29, EPAC2 antagonist 2%, Abeta rescue -4%, EPAC2 agonist 2%, TDP43 rescue 0% and D3 ag 0.
`Cc1ccc2[nH]c(=O)c(CN(Cc3cccs3)S(=O)(=O)c3ccc4c(c3)OCCO4)cc2c1` gave aSyn rescue -3%, DRD3 antagonist 35, EPAC2 antagonist 6%, Abeta rescue 16%, EPAC2 agonist 20%, TDP43 rescue -8% and D3 ag -3.
For CCCCCC(=O)NNC(=O)c1ccc(-c2ccccc2)cc1 the results were aSyn rescue 6%, FUS suppressor 11%, DRD3 antagonist 30, EPAC2 antagonist -7%, Abeta rescue 14%, EPAC2 agonist 4%, TDP43 rescue 3% and D3 ag 36*.
For CC1=NN(c2ccccc2)C(=O)/C1=C/c1ccc(Cl)cc1 the results were aSyn rescue -4%, FUS suppressor 26%, DRD3 antagonist 11, EPAC2 antagonist 18%, Abeta rescue 2%, EPAC2 agonist 10%, TDP43 rescue 0% and D3 ag 1.
For Cc1ccccc1S(=O)(=O)Cc1ccc(C(=O)N2CCN(c3ncccn3)CC2)o1 the results were aSyn rescue 5%, FUS suppressor -3%, DRD3 antagonist 0, EPAC2 antagonist 7%, Abeta rescue 2%, EPAC2 agonist 5%, TDP43 rescue 17% and D3 ag 3.
Cc1c(O)ccc(C(=O)CN2CCN(Cc3ccc4c(c3)OCO4)CC2)c1O was read as aSyn rescue 1%, DRD3 antagonist -15, EPAC2 antagonist 2%, Abeta rescue 27%, EPAC2 agonist 6%, TDP43 rescue 21% and D3 ag -9.
Cc1cc(C(=O)CSc2n[nH]c(N)n2)c(C)n1-c1ccc2c(c1)OCO2 was read as aSyn rescue -4%, DRD3 antagonist 5, EPAC2 antagonist 4%, Abeta rescue 0%, EPAC2 agonist 2%, TDP43 rescue 10% and D3 ag -8.
Screening CC(=O)Nc1ccc2nc(C)n(Cc3ccc(Cl)cc3)c(=O)c2c1 returned aSyn rescue 5%, FUS suppressor 1%, DRD3 antagonist 18, EPAC2 antagonist 2%, Abeta rescue 1%, EPAC2 agonist -3%, TDP43 rescue 15% and D3 ag 3.
Cc1cccc(N(CC(=O)NCc2ccco2)C(=O)CCC(=O)Nc2ccccn2)c1C was read as aSyn rescue -2%, FUS suppressor 21%, DRD3 antagonist -15, EPAC2 antagonist -6%, Abeta rescue -1%, EPAC2 agonist 10%, TDP43 rescue -13% and D3 ag -13.
For CCOC(=O)CC1C(=O)NCCN1C(=O)Nc1ccc(Cl)cc1 (stereo unspecified) the results were aSyn rescue -8%, FUS suppressor -15%, DRD3 antagonist 5, EPAC2 antagonist 1%, Abeta rescue 11%, EPAC2 agonist 2%, TDP43 rescue 9% and D3 ag 5.
Screening Cn1c(SCC(=O)Nc2cccnc2Cl)nc2ccccc21 returned aSyn rescue -9%, DRD3 antagonist 17, EPAC2 antagonist -9%, Abeta rescue -1%, EPAC2 agonist 4%, TDP43 rescue inconclusive and D3 ag 1.
